Bcl-B Bim block – human Bim-Bcl-B interaction inhibition | bead-based flow cytometry, Bim peptide-Bcl-B binding | inhibition, % at 10 µM | hit rate 0.073% among 190,000 | AID 951;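 note: 0% = tracer peptide without compound and 100% = reference inhibitor peptide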
Target sequence (Q9HD36 whole entry, looked up): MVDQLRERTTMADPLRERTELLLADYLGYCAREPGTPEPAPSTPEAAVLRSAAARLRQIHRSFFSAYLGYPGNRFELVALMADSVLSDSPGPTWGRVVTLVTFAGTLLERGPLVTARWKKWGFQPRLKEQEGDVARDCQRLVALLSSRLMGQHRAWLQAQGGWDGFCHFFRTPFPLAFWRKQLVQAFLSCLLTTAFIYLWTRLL
Bcl-W Bim block – disrupts Bim peptide binding to human Bcl-W; inhibition, % at 10 µM; hit rate 0.02% among 190,000; bead-based flow cytometry;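 note: 0% = bound tracer without compound and 100% = peptide blocker; higher means less fluorescent Bim peptide bound to Bcl-W beads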
Bim-Bfl-1 – inhibitors of Bim-Bfl-1 interaction, human. Q16548. Bead-based flow cytometry, Bim-Bfl-1 binding inhibition. inhibition, % at 10 µM. hit rate 0.12% among 190,000. AID 1008;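 note: 0% = wells without compound plus tracer and 100% = blocker peptide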
Bim-Mcl-1 – disrupts Bim peptide binding to human Mcl-1; Q07820; Bead-based flow cytometry, Bim peptide-Mcl-1 binding; inhibition, % at 10 µM; hit rate 0.1% among 190,000; AID 1009;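 note: 0% = no compound tracer wells and 100% = peptide blocker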
RGS7-Gao reg – human RGS7-Galphao interaction regulation | P09471 | hit rate 0.35% among 220,000 | Multiplexed bead flow cytometry, RGS7-Galphao binding; actives lie on both sides | binding response (% of control), % at 10 µM | AID 1439; in the data active = binding response below about 49% or above about 150%; inconclusive = no clear call, values can overlap the other calls; inactive = in between;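 note: fluorescent Galphao held in activated GDP-AlF4 state binding bead-coupled RGS7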
Target sequence (P09471 whole entry, looked up): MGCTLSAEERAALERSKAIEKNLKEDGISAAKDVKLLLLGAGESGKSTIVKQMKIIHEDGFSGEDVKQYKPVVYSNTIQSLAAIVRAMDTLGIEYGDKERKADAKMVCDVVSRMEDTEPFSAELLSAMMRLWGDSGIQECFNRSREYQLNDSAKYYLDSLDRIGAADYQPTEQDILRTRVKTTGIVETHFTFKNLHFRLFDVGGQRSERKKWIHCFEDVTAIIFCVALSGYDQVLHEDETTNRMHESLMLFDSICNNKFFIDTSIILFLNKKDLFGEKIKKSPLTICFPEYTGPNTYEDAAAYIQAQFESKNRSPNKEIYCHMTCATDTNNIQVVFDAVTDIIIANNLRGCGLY
Mcl1-Bid inh – Mcl-1/Bid interaction inhibition | Q07820 | TR-FRET Mcl-1/Bid-Dy647 peptide binding, 1536-well | inhibition, % at 21.7 µM | hit rate 0.97% among 220,000 | AID 1021;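 active = compounds that cut the binding signal by more than half at the single screening dose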;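 note: His-tagged Mcl-1 with europium anti-His antibody binding Bid BH3 peptide; 0% = Mcl-1 plus peptide wells and 100% = peptide-only wells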
RGS4-Gao reg – modulates binding of RGS4 to human Galphao; binding response (% of control), % at 10 µM; Multiplexed bead flow cytometry; actives lie on both sides; hit rate 0.33% among 220,000; P09471; in the data active = binding response below about 49% or above about 150%; inactive = in between;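 note: fluorescent Galphao activated with aluminum fluoride binding bead-coupled RGS4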
Bcl-XL Bim block – inhibitors of Bim-Bcl-XL interaction, human. hit rate 0.04% among 190,000. Bim peptide-Bcl-XL binding, bead flow cytometry, fluorescence. inhibition, % at 10 µM
Target sequence (Q07817 whole entry, looked up): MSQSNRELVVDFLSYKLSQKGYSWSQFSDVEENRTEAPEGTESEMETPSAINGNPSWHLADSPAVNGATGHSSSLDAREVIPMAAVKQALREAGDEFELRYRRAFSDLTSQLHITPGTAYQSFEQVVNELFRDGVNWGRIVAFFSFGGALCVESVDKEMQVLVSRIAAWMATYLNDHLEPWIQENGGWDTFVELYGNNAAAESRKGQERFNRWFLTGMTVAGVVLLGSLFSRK
Bim-Bcl-2 – inhibitors of Bim-Bcl-2 interaction, human; P10415; Bead-based flow cytometry, Bim peptide-Bcl-2 binding; inhibition, % at 10 µM; hit rate 0.06% among 190,000; AID 950; in the data active = inhibition above about 40%; inconclusive = no clear call, values can overlap the other calls;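 note: 0% = no compound wells with probe peptide and 100% = reference peptide inhibitor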
Target sequence (P10415 whole entry, looked up): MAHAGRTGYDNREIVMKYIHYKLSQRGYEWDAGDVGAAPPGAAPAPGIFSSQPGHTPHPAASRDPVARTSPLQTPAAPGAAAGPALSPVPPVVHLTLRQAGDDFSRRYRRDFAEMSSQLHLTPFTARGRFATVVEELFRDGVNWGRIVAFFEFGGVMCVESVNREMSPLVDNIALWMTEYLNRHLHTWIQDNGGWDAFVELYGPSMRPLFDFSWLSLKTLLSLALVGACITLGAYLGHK
RGS8-Gao reg – human RGS8-Galphao interaction regulation; hit rate 0.34% among 220,000; response (percent of control binding), % at 10 µM; AID 1423; multiplexed bead flow cytometry, RGS8-Galphao binding; actives lie on both sides; P09471; in the data active = response below about 60% or above about 140%; inactive = in between;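 note: Galphao activated as the GDP aluminium fluoride complex binding bead-coupled RGS8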
Mcl1 Noxa PPI – disrupts binding of human Mcl-1 to Noxa peptide | TR-FRET Mcl-1/Noxa peptide binding, 2 h | inhibition, % at 21.7 µM | hit rate 1.5% among 220,000 | AID 1022;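 active = compounds that cut the protein-peptide binding signal by more than 50% relative to plate controls in a single-dose test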;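 note: His-tagged Mcl-1 with rhodamine Noxa BH3 peptide and terbium anti-His antibody; 0% = Mcl-1 plus Noxa peptide wells and 100% = peptide-only wells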
Active calls of the source: *; ? = inconclusive; . = not tested or not shown. Cut-off read from the data, not from the text of the source, unless noted: active = inhibition above about 40%.

SMILES | Bcl-B Bim block | Bcl-W Bim block | Bim-Bfl-1 | Bim-Mcl-1 | RGS7-Gao reg | Mcl1-Bid inh | RGS4-Gao reg | Bcl-XL Bim block | Bim-Bcl-2 | RGS8-Gao reg | Mcl1 Noxa PPI
O=C(CSc1ccc2nnc(-c3ccccn3)n2n1)N1CCN(c2ccccc2)CC1 | -2.0 | 0.0 | -5.0 | 0.0 | 99.3 | -20.8 | 100.8 | 0.0 | -3.0 | 102.1 | 15.1
O=C(O)c1cc2cc(OCc3ccccc3)ccc2[nH]1 | 1.0 | 0.0 | -1.0 | 0.0 | 100.2 | -9.3 | 100.1 | -1.0 | -5.0 | 100.3 | 11.5
CCOC(=O)c1cc2c3ccccc3n(CC)c2nc1N | -1.0 | -1.0 | -1.0 | -4.0 | 96.9 | 4.8 | 97.6 | -4.0 | -1.0 | 99.4 | 3.3
CCC(=O)Oc1ccc2c(c1)O/C(=C\c1ccco1)C2=O | . | . | . | . | ? | -29.6 | 103.2 | . | . | 98.9 | -2.9
NC1CCCCC1N=Cc1c(O)n(CCc2ccc(F)cc2)c(=O)[nH]c1=O (centres undefined) | 0.0 | 0.0 | -3.0 | 2.0 | 94.7 | . | 91.3 | -4.0 | -2.0 | 103.8 | .
O=C1CC(NCCN2CCOCC2)C(=O)N1Cc1ccc(N2CCCC2=O)cc1 (centres undefined) | -4.0 | 1.0 | -10.0 | 0.0 | 105.8 | -31.0 | 105.5 | -3.0 | -5.0 | 101.9 | 5.0
O=C(c1cc(COc2ccc(F)cc2Cl)on1)N1CCCC(c2ccccc2)C1 (centres undefined) | -4.0 | 0.0 | -6.0 | 0.0 | 104.0 | 8.2 | 104.8 | -1.0 | -2.0 | 104.2 | 10.8
CN1C2C=C(N(CCc3c[nH]c4ccccc34)C(=O)c3ccc(Cl)cc3)CC1CC2 (centres undefined) | -8.0 | 3.0 | -13.0 | 0.0 | 100.7 | -60.1 | 104.2 | -12.0 | -8.0 | 103.0 | 35.0
CC(=O)c1ccc(NC(=O)N2CCc3ccccc3C2)cc1 | -1.0 | 1.0 | -6.0 | 0.0 | ? | -7.9 | 102.0 | 0.0 | -2.0 | 102.2 | 7.7
CC(C)(Oc1ccc(Cl)cc1)C(=O)NCCN1C(=O)S/C(=C/c2cccnc2)C1=O | -10.0 | -4.0 | 0.0 | -2.0 | 100.1 | -5.1 | 101.8 | -10.0 | -5.0 | 100.3 | 5.3
COc1cc(NC(=O)c2cc(OC)c(OC)c(OC)c2)c(OC)cc1NC(=O)CN1CCCCC1 | -11.0 | -1.0 | -14.0 | -3.0 | 96.6 | -1.0 | 95.0 | -14.0 | -12.0 | 99.1 | 11.8
O=C(CSc1nc2ccccc2c(=O)n1-c1ccc(F)cc1F)Nc1ccc2c(c1)CCC2 | -7.0 | -3.0 | -2.0 | -6.0 | 96.8 | -4.8 | 99.6 | -7.0 | -2.0 | 98.4 | -35.1

A portion taken from the entries so far:
SMILES | Bcl-B Bim block | Bcl-W Bim block | Bim-Bfl-1 | Bim-Mcl-1 | RGS7-Gao reg | Mcl1-Bid inh | RGS4-Gao reg | Bcl-XL Bim block | Bim-Bcl-2 | RGS8-Gao reg | Mcl1 Noxa PPI
O=C(CSc1ccc2nnc(-c3ccccn3)n2n1)N1CCN(c2ccccc2)CC1 | -2.0 | 0.0 | -5.0 | 0.0 | 99.3 | -20.8 | 100.8 | 0.0 | -3.0 | 102.1 | 15.1
O=C(O)c1cc2cc(OCc3ccccc3)ccc2[nH]1 | 1.0 | 0.0 | -1.0 | 0.0 | 100.2 | -9.3 | 100.1 | -1.0 | -5.0 | 100.3 | 11.5

Next results
SMILES | Bcl-B Bim block | Bcl-W Bim block | Bim-Bfl-1 | Bim-Mcl-1 | RGS7-Gao reg | Mcl1-Bid inh | RGS4-Gao reg | Bcl-XL Bim block | Bim-Bcl-2 | RGS8-Gao reg | Mcl1 Noxa PPI
COc1cc(C)c(Cl)cc1S(=O)(=O)NCc1ccco1 | -2.0 | -4.0 | -3.0 | -3.0 | 100.9 | -22.2 | 99.6 | -2.0 | -3.0 | 100.0 | -7.0
Cc1ccc(O)c(C(=O)/C=C/c2ccc3c(c2)OCCCO3)c1 | -7.0 | -6.0 | -4.0 | -2.0 | 118.4 | 0.8 | 110.7 | -5.0 | -6.0 | 120.5 | 10.2
Cc1ccc(-c2cc(C(=O)N/N=C/c3ccco3)[nH]n2)cc1 | 0.0 | -2.0 | -4.0 | 0.0 | 94.5 | -3.3 | 89.5 | -2.0 | -1.0 | 97.3 | 3.6
O=C(CSc1nnc(-c2ccco2)n1Cc1ccccc1)NC(=O)NCc1ccco1 | -7.0 | -3.0 | -1.0 | -2.0 | 98.0 | 7.7 | 103.4 | -7.0 | -2.0 | 104.9 | 31.8
O=C(Cc1ccccc1)N/N=C\c1ccc(Br)o1 | -10.0 | -2.0 | -20.0 | -6.0 | 99.5 | -20.4 | 100.3 | -12.0 | -12.0 | 100.0 | 15.7
Cc1cccc(NC(=S)Nc2ccc(Oc3ccccc3)cc2)n1 | -10.0 | -6.0 | -10.0 | -8.0 | 102.8 | -8.7 | 102.9 | -12.0 | -10.0 | 103.6 | 22.1
CC(=O)c1sc(Nc2ccccn2)nc1C | -8.0 | -1.0 | -9.0 | 0.0 | 102.7 | -12.4 | 106.5 | 4.0 | -7.0 | 103.0 | 9.9
C=CCc1c(C)nc(SCC(N)=O)[nH]c1=O | -5.0 | 1.0 | -2.0 | 0.0 | 100.3 | 9.9 | 97.7 | -5.0 | 3.0 | 100.0 | 27.1
NCCCS(=O)(=O)O | -9.0 | -4.0 | -2.0 | -1.0 | 100.5 | 1.1 | 101.8 | -3.0 | 0.0 | 102.1 | 1.1
CN(C)C(=O)C[n+]1ccc(C(N)=O)cc1 | . | . | . | . | ? | -26.5 | 107.1 | . | . | 101.8 | -6.2
C[N+](C)(C)CCN1C(=O)CSC1=O | . | . | . | . | ? | -69.9 | 100.8 | . | . | 98.9 | -4.2
CN1CCN(C(=O)C2CC(c3c(F)cccc3Cl)=NO2)CC1 (centres undefined) | -8.0 | -1.0 | -10.0 | -2.0 | 96.5 | -12.0 | 100.7 | -5.0 | -10.0 | 100.0 | -3.9
COc1ccccc1C(=O)NCC(=O)NNc1ncnc(N)c1[N+](=O)[O-] | 2.0 | 0.0 | -2.0 | 2.0 | 99.0 | -29.4 | 99.3 | -2.0 | 0.0 | 98.2 | -10.6
COc1ccc(CCNS(=O)(=O)c2ccccc2)cc1OC | 0.0 | -1.0 | 2.0 | -2.0 | 101.2 | -58.4 | 99.9 | 12.0 | 0.0 | 100.3 | -6.6
N#C/C(=C\c1ccc(OCc2cccc(C(=O)O)c2)cc1)C(=O)NCc1ccco1 | . | . | . | . | ? | -23.3 | 103.4 | . | . | 102.1 | 9.2
CCOC(=O)C(C)Sc1ccc2nnc(CCNS(=O)(=O)c3ccc(C)cc3)n2n1 (centres undefined) | 5.0 | -2.0 | 7.0 | -5.0 | 96.7 | 7.9 | 98.8 | 0.0 | 0.0 | 98.7 | -5.6
O=S(=O)(NC(=S)NC1CCCCC1)c1cccs1 | -6.0 | -6.0 | -5.0 | -2.0 | ? | -11.4 | 93.7 | -6.0 | -6.0 | 98.5 | 15.0
Cc1ccc2nc(NC(=S)NC(=O)c3cccs3)sc2c1 | -6.0 | 1.0 | -4.0 | -1.0 | 103.7 | -30.7 | 105.5 | 0.0 | -2.0 | 104.4 | 18.1
Cc1cc(-c2ccccc2)n2nc(C)c(-c3ccccc3)c2n1 | -4.0 | 3.0 | -9.0 | -1.0 | 103.9 | -23.2 | 102.5 | -1.0 | -8.0 | 103.3 | -12.6
O=c1c2c(nc3nc(NCc4cccc(Cl)c4)[nH]n13)CCC2 | -6.0 | 1.0 | -4.0 | -2.0 | 100.3 | -20.0 | 98.6 | 0.0 | -2.0 | 99.1 | -8.0
O=C(CSc1ccccc1C(=O)O)NC1CCCCCC1 | . | . | . | . | ? | -21.0 | 98.4 | . | . | 98.8 | 14.9
CN(Cc1ccccc1)C(=O)CN(C1CCCCC1)S(C)(=O)=O | -3.0 | 0.0 | 0.0 | -4.0 | 98.3 | -6.5 | 97.6 | 0.0 | 0.0 | 99.0 | 19.4
O=C1CCCC(O)=C1N=Nc1ccc(C(=O)O)cc1 | . | . | . | . | ? | -47.8 | 95.9 | . | . | 97.3 | 54.0*
NNc1ccc(Cl)c(C(=O)O)c1 | . | . | . | . | ? | 1.3 | 97.9 | . | . | 97.6 | 0.6
CCCC(=O)n1nc(-c2cccnc2)nc1N | -1.0 | 1.0 | -1.0 | -4.0 | 99.8 | 18.3 | 104.1 | -2.0 | -2.0 | 99.7 | 13.3
COc1cc(CN2CCN(Cc3ccc(C)cc3)C(CCO)C2)ccc1O (centres undefined) | 1.0 | 0.0 | 0.0 | 0.0 | 104.1 | -37.1 | 104.3 | 0.0 | 1.0 | 113.4 | 19.4
C=CCn1c(=O)c(C(=O)OCC)c(O)c2ccccc21 | 4.0 | 0.0 | -1.0 | 2.0 | 96.5 | -22.5 | 100.2 | -2.0 | 0.0 | 99.4 | 30.1
O=C(NC1=NCCS1)C12CC3CC(CC(C3)C1)C2 | 0.0 | -2.0 | -3.0 | 0.0 | 101.7 | -8.3 | 98.5 | -1.0 | 2.0 | 101.1 | 19.0
CC(C)c1cc(C(=O)N/N=C/c2cccnc2)n[nH]1 | -9.0 | -1.0 | -14.0 | -1.0 | 100.4 | 0.7 | 99.3 | -5.0 | -9.0 | 100.2 | 10.7
CC(=O)c1ccc(N2CCN(C(=S)Nc3ccc(Cl)c(Cl)c3)CC2)cc1 | -16.0 | -3.0 | 0.0 | -2.0 | 97.5 | -19.9 | 96.1 | -6.0 | -1.0 | 99.2 | 11.5
O=C(COc1ccc(Cl)c(Cl)c1)NN1C(=O)C2C(C1=O)C1C=CC2C12CC2 (centres undefined) | 0.0 | 0.0 | -6.0 | -1.0 | 95.6 | -7.8 | 98.7 | 0.0 | -4.0 | 100.5 | -7.6
CCOC(=O)N1CCN(c2ccc(Cl)cc2)CC1 | -6.0 | -6.0 | -5.0 | -6.0 | 94.7 | -51.9 | 96.7 | -9.0 | -2.0 | 100.8 | 5.2
CCOC(=O)NC(=O)/C(N=Nc1cc(C)cc(C)c1)=C(\C)O | 7.0 | -3.0 | 2.0 | 0.0 | ? | 9.6 | 98.5 | 0.0 | 0.0 | 99.2 | -4.2
CCOC(=O)c1c(C)nc2c(c1-c1cc(OC)ccc1OC)C(=O)CC(C)(C)C2 | . | . | . | . | ? | -8.4 | 97.0 | . | . | 97.3 | -21.2
CC(C)OC(=O)c1c(NC(=O)c2ccco2)sc2c1CCCCC2 | -6.0 | -2.0 | -5.0 | -3.0 | 106.1 | 14.1 | 104.9 | -5.0 | -8.0 | 108.0 | 14.4
C/C=C/C(=O)Nc1cccc(C2=NOC3(C2)C[C@@H](C(N)=O)N(C(=O)c2cc([N+](=O)[O-])cc([N+](=O)[O-])c2C)C3)c1 (some centres undefined) | . | . | . | . | ? | -1.6 | 101.2 | . | . | 102.5 | 14.6
CC(C(=O)Nc1ccccc1F)N1C(=O)c2ccccc2C1=O (centres undefined) | 3.0 | 3.0 | 0.0 | 2.0 | 111.9 | -11.0 | 110.7 | 0.0 | 3.0 | 107.6 | 13.1
O=C1Nc2ccccc2C1Cc1ccccc1 (centres undefined) | . | . | . | . | ? | -8.0 | 103.8 | . | . | 103.7 | -5.2
COC(=O)c1sc2nc(N)c(C#N)cc2c1N | 1.0 | 2.0 | 0.0 | 2.0 | 106.8 | -63.1 | 105.1 | 1.0 | 2.0 | 105.2 | 23.1

From PubChem BioAssay
